Bioassay records deposited in PubChem BioAssay by Johns Hopkins Ion Channel Center.
TMEM16A inh: inhibitors of mouse TMEM16A calcium-activated chloride channel; HEK293 TMEM16A/YFP iodide influx fluorescence, ionomycin; normalized B-score (activity score, 25-100; higher = stronger inhibition) at 10 µM; 310,000 compounds, 1.2% hits; Q8BHY3; AID 588511;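 active means ratio plate-corrected score three or more library SD toward inhibition, starting fluorescence score within five deviations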;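 further: score derived from kinetic fluorescence span divided by baseline fluorescence per well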
TRPC4 act: activators of mouse TRPC4 channel | HEK293 TRPC4beta/mu-opioid, Fluo4 calcium fluorescence; hits give high values | B-score at 10 µM | 310,000 compounds, 0.49% hits;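 active means B-score above 5 SD of library B-scores, and initial fluorescence ratio not above library mean plus 5 SD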;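 further: positive B-score marks a calcium rise read as TRPC4 activation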
Target sequence (Q9QUQ5 whole entry, looked up): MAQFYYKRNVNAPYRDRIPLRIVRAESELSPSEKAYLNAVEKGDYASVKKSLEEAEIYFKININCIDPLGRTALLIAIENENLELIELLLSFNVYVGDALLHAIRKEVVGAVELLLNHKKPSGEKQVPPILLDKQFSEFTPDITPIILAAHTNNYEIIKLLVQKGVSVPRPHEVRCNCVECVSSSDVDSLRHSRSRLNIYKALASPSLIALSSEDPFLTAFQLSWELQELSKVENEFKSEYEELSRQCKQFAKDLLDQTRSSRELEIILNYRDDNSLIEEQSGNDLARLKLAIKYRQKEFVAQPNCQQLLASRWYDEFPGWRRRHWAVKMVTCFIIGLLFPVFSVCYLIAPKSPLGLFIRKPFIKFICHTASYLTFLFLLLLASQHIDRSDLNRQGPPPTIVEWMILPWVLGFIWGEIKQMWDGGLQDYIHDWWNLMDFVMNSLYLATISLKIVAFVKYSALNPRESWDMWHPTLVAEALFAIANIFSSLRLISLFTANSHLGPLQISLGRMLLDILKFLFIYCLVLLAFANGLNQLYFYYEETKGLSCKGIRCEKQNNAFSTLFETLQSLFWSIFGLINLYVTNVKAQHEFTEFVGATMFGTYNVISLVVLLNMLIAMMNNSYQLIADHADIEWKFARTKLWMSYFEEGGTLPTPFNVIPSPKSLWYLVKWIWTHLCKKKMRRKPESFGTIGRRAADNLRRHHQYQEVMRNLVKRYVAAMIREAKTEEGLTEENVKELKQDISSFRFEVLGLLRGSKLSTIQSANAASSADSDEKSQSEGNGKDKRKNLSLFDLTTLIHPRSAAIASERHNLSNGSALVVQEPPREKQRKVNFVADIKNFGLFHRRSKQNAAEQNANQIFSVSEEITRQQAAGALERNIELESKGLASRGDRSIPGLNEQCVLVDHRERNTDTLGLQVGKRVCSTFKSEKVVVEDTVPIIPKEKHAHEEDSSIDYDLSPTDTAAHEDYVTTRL
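Test system: HEK293 cells stably co-expressing mouse TRPC4beta and mu-opioid receptor | Schedule: Fluo4 dye loading 45 min at room temperature, 110 s recording | Measured by: Kinetic Fluo4 calcium fluorescence, 5 s baseline at 1 Hz | Evaluation: B score of integrated ratio | Controls: Buffer (low) and maximal DAMGO (high)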
MrgX1 agonist: activates human MrgX1 receptor signaling. AID 588627. Q96LB2. 310,000 compounds, 0.44% hits. B-score at 10 µM. MrgX1-HEK293 cells, Fluo-4 calcium fluorescence, agonist mode; hits give high values;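 active means calcium response B-score plate-corrected fluorescence ratio at least 3 library SD, with starting fluorescence B-score inside 5 SD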
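Test system: HEK293 cells stably expressing human MrgX1 receptor; amount: 15,000 cells per well; doses: compound delivered in addition one of three; times: overnight plating before 1 h dye loading; detection: Fluo-4 NW calcium-flux fluorescence, kinetic read; read-out basis: B-scored fluorescence response ratio; controls: positive and negative controls per plate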
TRPC4 PAM: allosterically enhances the mouse TRPC4 cation channel | Q9QUQ5 | HEK293 TRPC4beta/mu-opioid, DAMGO EC20, Fluo-4 Ca2+ flux; hits give high values | B-score at 10 µM | 310,000 compounds, 0.42% hits | AID 2227;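 active means B-score of calcium response area above 5 SD of library B-scores, with initial fluorescence ratio within 5 SD of library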;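 further: B-score of integrated fluorescence ratio over time as area under calcium response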
TRPC6 act: activates the mouse TRPC6 cation channel; 310,000 compounds, 0.13% hits; AID 2550; Q61143; B-score at 10 µM; HEK293-TRPC6 membrane potential dye fluorescence; hits give high values;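 active means B-score of the integrated fluorescence ratio above library mean plus 3 SD, and starting fluorescence ratio within library mean plus 5 SD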;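 further: higher score means more depolarization so channel activation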
MrgX1 allo act: allosterically activates human MrgX1 receptor signaling; 310,000 compounds, 0.63% hits; B-score at 10 µM; MrgX1-HEK293, Fluo-4 calcium flux, FDSS; hits give high values;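 active means plate-corrected calcium response at least 3 library SD above typical, normal starting fluorescence, not activating the receptor alone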;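 further: compound read alongside a low EC10 to EC30 dose of BAM8-22 agonist; peak minus trough fluorescence over baseline measured at the second addition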
TRPC4 block: blocks the mouse TRPC4 cation channel. Q9QUQ5. HEK293 TRPC4beta/mu-opioid, DAMGO-evoked Fluo4 calcium flux; hits give low values. B-score at 10 µM. 300,000 compounds, 0.39% hits;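 active means B-score over 3 SD under the library average, no early fluorescence shift, positive overall ratio signal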
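Signal: kinetic Fluo4 fluorescence imaging of calcium influx. Material: stable TRPC4beta/mu-opioid receptor HEK293 cells. Probe or stimulus: DAMGO in two steps, submaximal then maximal.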
ANO1 activ: activates or potentiates the mouse TMEM16A chloride channel; Q8BHY3; AID 623877; 340,000 compounds, 0.3% hits; HEK293 TMEM16A/YFP-H148Q/I152L, iodide quench fluorescence; hits give low values; B-score at 10 µM;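 active means fluorescence-ratio B-score plate-corrected deviation score at least 3 library SD below zero, with starting fluorescence score within 5 deviations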;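 further: channel opened by trigger with iodide after compound preincubation; score built on the fluorescence ratio of max minus min over baseline; more negative score means more quench and so TMEM16A activation or potentiation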
TRPC6 inhibitor: mouse TRPC6 channel inhibition | Q61143 | HEK293-TRPC6, membrane potential dye, ACh-evoked depolarization; hits give low values | B-score at 10 µM | 310,000 compounds, 1.1% hits;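 active means B-score under library mean minus 3 SD, initial fluorescence not abnormally high, positive integrated signal ratio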;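 further: B-score derived from integrated fluorescence ratio over the kinetic read; more negative B-score means stronger inhibition of depolarization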
RGS4 block: human RGS4 inhibition | P49798 | HEK293 M3R/RGS4 inducible, Fluo-4 calcium flux; hits give high values; triggered by carbachol at its EC20 | B-score at 10 µM | 310,000 compounds, 0.45% hits | AID 463165;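 active means B-score, a plate-corrected calcium signal, over three deviations above library mean, with baseline fluorescence within five deviations of library mean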;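 further: RGS4 expression induced by doxycycline in cells with stable M3 receptor; B-score is computed from the integrated fluorescence ratio over baseline after carbachol; higher B-score means a larger calcium signal and so more RGS4 inhibition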
MrgX1 antagonist: antagonists of human MrgX1 receptor. Q96LB2. MRGX1-HEK293 calcium flux, Fluo-4, BAM8-22 antagonism; hits give low values. B-score at 10 µM. 310,000 compounds, 1.3% hits. AID 588676;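 active means calcium-response B-score plate-corrected more than 3 library SD below zero, starting fluorescence within 5 deviations, no agonist response on first addition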;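 further: peak minus trough fluorescence over baseline after final BAM8-22 challenge near maximal dose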
Active calls of the source: *; i = inactive; x = not tested or not shown. No enrichment for hits (roughly 5.8% active in at least one column).

SMILES	TMEM16A inh	TRPC4 act	MrgX1 agonist	TRPC4 PAM	TRPC6 act	MrgX1 allo act	TRPC4 block	ANO1 activ	TRPC6 inhibitor	RGS4 block	MrgX1 antagonist
c1cncc(-c2nc3cc4ccccc4cc3[nH]2)c1	i	i	i	i	i	i	i	i	i	i	i
CCc1noc(C)c1C(=O)N1CCN(S(=O)(=O)c2ccc(Br)cc2Cl)CC1	i	i	i	i	i	i	i	i	i	i	i
CN1CCN(c2ccc(NC(=O)c3ccc(-c4ccc(Br)cc4)o3)cc2)CC1	i	48*	i	i	i	i	-7*	i	i	i	i
O=C(CCCn1ncn2c(cc3occc32)c1=O)NCc1ccccc1F	i	i	i	i	i	i	i	i	i	i	i
Cc1c(C(=O)O)oc2c(F)cccc12	i	i	i	i	i	i	i	i	i	i	i
C[C@@H]1CC=C[C@H]2[C@H]1C(=O)N(Cc1ccccc1)[C@H]2c1ccc(Br)cc1F	i	i	i	i	i	i	i	i	i	i	i
COc1ccc(C2=NN(CC(=O)Nc3cc(C)ccc3C)C(=O)CC2)cc1	i	i	i	i	i	i	i	i	i	i	i
CC[C@@]12C(=O)N(c3cccc(Br)c3)C(=O)N1[C@H](c1ccc(OC)cc1)[C@@H]1C(=O)N(C(C)(C)C)C(=O)[C@@H]12	i	i	i	i	i	i	i	i	i	i	i
CCOC(=O)c1c(NC(=O)C2=C(C)NC(=S)NC2c2ccc(F)cc2)sc(C)c1C (configuration not stated)	i	i	i	i	i	i	i	i	i	i	i
CCOc1ccc2ncc(S(=O)(=O)c3ccccc3)c(N3CCC4(CC3)OCCO4)c2c1	i	i	i	i	i	i	i	x	i	i	i
Cc1noc(C)c1C(=O)NC1CCCc2ccccc21 (configuration not stated)	i	i	i	i	i	i	i	i	i	i	i
COc1ccccc1NC(=S)NCCc1ccccc1	i	i	i	i	i	i	i	i	i	i	i
CCOc1cc(C2NC(=O)NC(C)=C2C(=O)OC(C)CC)cc(Br)c1O (configuration not stated)	i	i	i	i	i	i	i	i	i	i	i
CCOc1cc(-n2cnnn2)c(OCC)cc1NC(=O)c1cnccn1	i	i	i	i	i	i	i	i	i	i	i
c1ccc2c(NC3=NCCCCS3)cccc2c1	i	i	i	i	i	i	i	i	i	i	i
O=C(O)c1ccc(NCc2ccc3c(c2)OCO3)cc1	i	i	i	i	i	i	i	i	i	i	i
O=C(CSc1cccc[n+]1[O-])N1CCc2ccccc21	i	i	i	i	i	i	i	i	i	i	i
Cc1nc(C)c(C(=O)Nc2nc3c(C)cccc3s2)o1	i	i	i	i	i	i	i	i	i	i	i
COc1cccc(-c2cc(C(=O)Nc3cc(OC)c(OC)c(OC)c3)no2)c1	i	i	i	i	i	i	i	i	i	i	i
O=C(O)CCCC(=O)Nc1cccc(C(F)(F)F)c1	i	i	i	i	i	i	i	i	i	i	i
CCNC(=S)N/N=C/c1cccc(OCc2c(F)cccc2Cl)c1	i	i	i	i	i	i	i	i	i	i	i
COc1ccc(N2CC(C(=O)N[C@@H](C)C(=O)N3CCCCC3)CC2=O)cc1 (some centres not stated)	i	i	i	i	i	i	i	i	i	i	i
Cc1cc(Cl)ccc1OCCCC(=O)NCCCn1ccnc1	i	i	i	i	i	i	i	i	i	i	i
O=[N+]([O-])c1ccccc1OCCOc1ccccc1[N+](=O)[O-]	i	i	i	i	i	i	i	i	i	i	i
Cc1cc(NC(=O)CCC(=O)N(CC(=O)NCC2CCCO2)c2ccc3c(c2)OCCO3)no1 (configuration not stated)	i	i	i	i	i	i	i	i	i	i	i
CNC(=O)Cn1c(C)cc(=O)c2cccc(OC)c21	i	i	i	i	i	i	i	i	-6.9*	i	i
Cc1ccc2c(C)c(C(=O)Nc3nnc(C)s3)oc2c1	i	i	i	i	i	i	i	i	i	i	i
CCOC(=O)N1CCN(C(=O)CSCC(=O)N=c2sc3ccccc3n2C)CC1	i	i	i	i	i	i	i	i	i	i	i
O=C(CCCN1C(=O)c2ccccc2C1=O)NCC1CCCO1 (configuration not stated)	i	i	i	i	i	i	i	i	i	i	i
Cc1ccc(Nc2nc(-c3ccccc3)c(CC(=O)O)s2)cc1	i	i	i	i	i	i	i	i	i	i	i
Cc1ccc(NS(=O)(=O)c2cc(C(=O)N3CCc4ccccc4C3)ccc2Cl)cc1	i	i	i	28*	i	i	i	i	i	i	i
COc1ccc(-c2nc(CN3CCCCC3CCc3ccccn3)c(C)o2)cc1 (configuration not stated)	i	i	i	i	i	i	i	i	i	i	i
CCN(CC)S(=O)(=O)c1cc(C(=O)NC2CCCCC2)ccc1C	i	i	i	i	i	i	i	i	i	i	i
Clc1ccc(-n2ncc3c(NCc4cccnc4)ncnc32)cc1Cl	i	i	i	i	i	i	i	i	i	i	i
O=C(O)c1cc(-c2ccc(Cl)cc2)n(-c2ccc(Cl)cc2)n1	i	i	i	i	i	i	i	i	i	i	i
O=C1/C(=N/n2cnnc2)c2ccccc2N1Cc1ccccc1	i	i	45*	i	i	i	i	x	i	i	i
Cn1nc(-c2ccc(Cl)cc2)cc1NC(=O)CCCC(=O)O	i	i	i	i	i	i	i	i	i	i	i
CCC(=O)Nc1c2c(nc3c1CCC3)CCCC2	i	i	i	i	i	i	i	i	i	i	i
Cc1nn(C)cc1CN1CCCC(C(=O)c2ccc(-c3ccccc3)c(F)c2)C1 (configuration not stated)	i	i	i	i	i	i	i	i	i	i	i
COc1ccc(C(=O)CSc2nnc(Cn3nnc4ccccc43)n2C)cc1	i	i	i	i	i	i	i	i	i	i	i
CCC(NC(=O)CCc1c(C)c2cc3c(-c4ccccc4)coc3cc2oc1=O)C(=O)O (configuration not stated)	i	i	i	i	i	i	i	i	i	i	i
CN(C(=O)CCCN1CCCC1=O)C1CCCN(Cc2ccccc2F)C1 (configuration not stated)	x	i	x	i	i	x	i	i	-5.1*	i	x
Cc1nc2nc(Cc3ccccc3)[nH]n2c(=O)c1Cl	i	i	i	i	i	i	i	i	i	i	i
O=C1CC(N2CCN(c3ccc(F)cc3)CC2)C(=O)N1Cc1ccc(N2CCCC2=O)cc1 (configuration not stated)	x	i	x	i	i	x	i	i	i	i	x
Cc1ccc(N(C(C)C(=O)N2CCCC2)S(C)(=O)=O)cc1 (configuration not stated)	i	i	i	i	i	i	i	i	i	i	i
CC(=O)NCCC(=O)NCc1ccc(F)cc1	i	i	i	i	i	i	i	i	i	i	i
Cc1ccc(S(=O)(=O)c2nc(S(C)(=O)=O)sc2N2CCCCC2C)cc1 (configuration not stated)	i	i	i	i	i	i	i	i	i	i	i
CC(C)(C)NC(=O)NC(=O)COC(=O)Cc1c(F)cccc1Cl	i	i	i	i	i	i	i	i	i	i	i
COc1ccc(Nc2nc(CN3CCOCC3)nc3sc4c(c23)CCC(C)C4)cc1OC (configuration not stated)	i	i	i	i	i	i	i	x	i	i	i
CCc1ccc(NC(=O)C(C)OC(=O)c2ccc(-n3cnnn3)cc2)cc1 (configuration not stated)	i	i	i	i	i	i	i	i	i	i	i
COc1ccc(-c2nn(-c3ccccc3)cc2/C=C(\C#N)C(N)=O)cc1[N+](=O)[O-]	i	i	i	i	i	i	i	i	i	i	i
COc1ccc(-c2c(-c3ccsc3)oc3ccc(N4CCOCC4)cc23)cn1	i	i	i	i	i	i	i	i	i	i	i
CSCCC1NC(=S)N(Cc2ccccc2)C1=O (configuration not stated)	i	i	i	i	i	i	i	i	i	i	i
CC(=O)N1CCc2cc(S(=O)(=O)CCC(=O)O)ccc21	i	i	i	i	i	i	i	i	i	i	i
CCC(OC(=O)C(C)N1C(=O)C(=O)c2ccccc21)C(=O)Nc1ccccc1OC (configuration not stated)	x	i	x	i	i	x	i	i	i	i	x
COc1ccc(CCN(C)C(=O)CSc2nccn2C)cc1OC	i	i	i	i	i	i	i	i	i	i	i
CCc1ccccc1NC(=O)C1CCCN1C(=O)NCc1ccccc1 (configuration not stated)	i	i	i	i	i	i	i	i	i	i	i
Cc1cc(C)cc(Oc2nc3c(C)cccn3c(=O)c2/C=C(\C#N)C(=O)NC2CCS(=O)(=O)C2)c1 (configuration not stated)	i	x	i	x	x	i	x	i	x	x	i
CS(=O)(=O)N1CCc2cc(C(=O)N3CCCCC3)ccc21	i	i	i	i	i	i	i	i	i	i	i
Cc1ccc2oc(Nc3nc(-c4ccccc4)cc(=O)[nH]3)nc2c1	x	i	x	i	i	x	i	x	i	i	x

(next part)
SMILES	TMEM16A inh	TRPC4 act	MrgX1 agonist	TRPC4 PAM	TRPC6 act	MrgX1 allo act	TRPC4 block	ANO1 activ	TRPC6 inhibitor	RGS4 block	MrgX1 antagonist
CCn1cc(C2C(C(=O)Nc3cc(C)ccn3)=C(C)NC3=C2C(=O)CC(C)(C)C3)c(C)n1 (configuration not stated)	i	i	i	i	i	i	i	i	i	i	i
C=CCSc1nncn1/N=C/c1ccc(OC)cc1	i	i	i	i	i	i	i	i	i	i	i
Cc1cccc(NC(=O)CCc2nc3sc4c(c3c(=O)[nH]2)CCCC4)n1	i	i	i	i	i	i	i	i	i	i	i
Cc1cc(NCCCN2CCOCC2)n2ncc(-c3ccccc3)c2n1	i	i	i	i	i	i	i	i	i	i	i
CC1=C(C#N)C(c2cn(-c3ccccc3)nc2-c2cccs2)C(C#N)=C(C)N1	i	i	i	i	i	i	i	i	i	i	i
Cc1cc(C)n(CC(=O)c2ccc(Br)cc2)c(=O)c1C#N	i	i	i	i	i	i	i	i	i	i	i
Cc1ccccc1OCC(=O)Nc1ccc(Cc2ccncc2)cc1	i	i	i	i	i	i	i	i	i	i	i
O=C(CC(=O)NCc1ccc(Cl)cc1)NCc1ccccc1	i	i	i	i	i	i	i	i	i	i	i
CCCCSc1nc(CCC)cc(=O)[nH]1	i	i	i	i	i	i	i	i	i	i	i
